PLAP inhibitors HTS: PLAP enzyme inhibitors, biochemical, luminescence, HTS (AID 690). inhibition, % at 20 µM; hits with a dose series show IC50 in µM. purified PLAP, luminescent substrate; higher % means a stronger effect. hit rate 0.08% among 96,000; in the data active = a potency from the dose series; inactive = the rest, 99 in 100 with inhibition below about 30%; note: strong numbers were not always called active
MRP resist rev: MRP-mediated drug resistance reversal. hit rate 0.04% among 85,000. H69AR cells + 2 uM doxorubicin, CellTiter-Glo, 72 h. AID 602. differential viability (reversal), % at 10 µM;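 active = viability drop by adding the cancer drug above about 55%, with treated viability meeting a 40% cutoff, limit read from the data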;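 note: viability without doxorubicin minus viability with 2 µM doxorubicin for each compound; larger differential means the compound sensitizes cells more to doxorubicin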
IL1B NFkB inh: blocks IL-1B driven NFkB nuclear translocation in HUVEC cells; inhibition, % at 2 µM; hit rate 0.43% among 94,000; HUVEC IL-1B NFkB p65 nuclear translocation imaging; AID 796;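 active = inhibition above about 30% together with a positive call from visual inspection of the well image, limit read from the data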;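 note: nuclear over cytoplasmic p65 intensity ratio measured by imaging; 0% = IL-1B stimulated DMSO wells and 100% = unstimulated DMSO wells; values of inactives mirror those of a sister screen read the other way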
IL1B NFkB pot: enhances IL-1B driven NFkB nuclear translocation | HUVEC IL-1B NFkB p65 nuclear translocation imaging | activation, % at 2 µM | hit rate 0.3% among 94,000;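 active = activation above 40%, about the mean plus 3 SD, also judged a hit on visual image review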;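 note: percent activation is computed from the nuclear over cytoplasmic p65 intensity ratio; values of inactives mirror those of a sister screen read the other way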
Bcl-B TR3 displacers: displacers of TR3 peptide from Bcl-B, primary screen, selectivity assay for Bfl-1 inhibitor project, biochemical, fluorescence polarization; AID 748; one-dose displacement, % at 20 µM; IC50 in µM for titrated hits; hit rate 0.11% among 96,000; FP displacement of FITC-TR3 peptide from Bcl-B; higher % means a stronger effect;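 active = displacement above 50% at 20 µM plus a fluorescence interference ratio under 1.5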;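 note: plate controls were wells without compound for no effect and wells lacking Bcl-B protein for full effect; a part of the inactive calls stands beside numbers as strong as those of hits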
MRP resist rev cytotoxicity: further read-out of MRP resist rev, marked with its call; viability, %; H69AR cells, CellTiter-Glo, 72 h; measured here: cytotoxicity without doxorubicin
MRP resist rev with doxorubicin: recorded beside MRP resist rev, whose call it bears; viability, %; measured here: viability with 2 uM doxorubicin; active compounds read low
IL1B NFkB inh cell count 2 µM: also measured in IL1B NFkB inh; calls as there; cell count; measured here: cells passing quality filter;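 raw number of nuclei counted in each imaged well without normalization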
IL1B NFkB pot cell count 2 µM: recorded beside IL1B NFkB pot, whose call it bears; cell count; measured here: cells passing quality filter
* hit, by the source's call. This is a subset; the hit share may differ from the screen's.

`Cn1c(CNc2ccc(Cl)cc2)nnc1SCCN1CCCCC1` gave MRP resist rev 9, IL1B NFkB inh -8, IL1B NFkB pot 7, MRP resist rev cytotoxicity 95, MRP resist rev with doxorubicin 85, IL1B NFkB inh cell count 2 µM 124 and IL1B NFkB pot cell count 2 µM 124.
`CCOC(=O)N1CCC(NC(=O)CSc2cc(=O)n(C)c3ccccc23)CC1` gave PLAP inhibitors HTS -34%, IL1B NFkB inh 7, IL1B NFkB pot -7, Bcl-B TR3 displacers 14%, IL1B NFkB inh cell count 2 µM 139 and IL1B NFkB pot cell count 2 µM 139.
`CCC(=O)Nc1nc(C)c(C(=O)NC2CCCCC2)s1` gave MRP resist rev 4, IL1B NFkB inh 0, IL1B NFkB pot 0, MRP resist rev cytotoxicity 86, MRP resist rev with doxorubicin 82, IL1B NFkB inh cell count 2 µM 106 and IL1B NFkB pot cell count 2 µM 106.
`CC1(c2ccc(Cl)cc2)NC(=O)N(CC(=O)NC(=O)NCc2ccco2)C1=O` (stereo not drawn) gave PLAP inhibitors HTS -57%, MRP resist rev 4, IL1B NFkB inh 1, IL1B NFkB pot -1, Bcl-B TR3 displacers 3%, MRP resist rev cytotoxicity 94, MRP resist rev with doxorubicin 90, IL1B NFkB inh cell count 2 µM 131 and IL1B NFkB pot cell count 2 µM 131.
For COc1ccc(CCNC(=O)c2nnn(CC(=O)Nc3ccccc3C)c2N)cc1OC the results were PLAP inhibitors HTS 4%, MRP resist rev -6, IL1B NFkB inh -10, IL1B NFkB pot 10, Bcl-B TR3 displacers -11%, MRP resist rev cytotoxicity 92, MRP resist rev with doxorubicin 98, IL1B NFkB inh cell count 2 µM 169 and IL1B NFkB pot cell count 2 µM 169.
CCn1c(NC(=O)c2ccccc2)c(-c2cccs2)c(=O)c2ccccc21 was read as PLAP inhibitors HTS -11%, MRP resist rev 16, IL1B NFkB inh -10, IL1B NFkB pot 10, Bcl-B TR3 displacers 3%, MRP resist rev cytotoxicity 106, MRP resist rev with doxorubicin 90, IL1B NFkB inh cell count 2 µM 146 and IL1B NFkB pot cell count 2 µM 146.
`Cc1ccc(NC(=O)CSc2nnc(-c3ccc(S(=O)(=O)N4CCOCC4)cc3)n2C)cc1` gave PLAP inhibitors HTS 0%, MRP resist rev 17, IL1B NFkB inh -18, IL1B NFkB pot 19, Bcl-B TR3 displacers 1%, MRP resist rev cytotoxicity 98, MRP resist rev with doxorubicin 81, IL1B NFkB inh cell count 2 µM 129 and IL1B NFkB pot cell count 2 µM 129.
Screening CC(C)(C)c1ccc(C2(C)NC(=O)N(CC(=O)Nc3ccc4c(c3)OCO4)C2=O)cc1 (stereo not drawn) returned PLAP inhibitors HTS 18%, MRP resist rev -46, IL1B NFkB inh -20, IL1B NFkB pot 20, Bcl-B TR3 displacers -6%, MRP resist rev cytotoxicity 47, MRP resist rev with doxorubicin 92, IL1B NFkB inh cell count 2 µM 64 and IL1B NFkB pot cell count 2 µM 64.
O=c1[nH]c(CN2CCN(C/C=C/c3ccccc3)CC2)nc2cc(Cl)ccc12 was read as PLAP inhibitors HTS -92%, MRP resist rev 3, IL1B NFkB inh -36, IL1B NFkB pot 36, Bcl-B TR3 displacers -4%, MRP resist rev cytotoxicity 88, MRP resist rev with doxorubicin 85, IL1B NFkB inh cell count 2 µM 121 and IL1B NFkB pot cell count 2 µM 121.
O=S(=O)(c1ccccc1)n1nc(-c2ccccc2)nc1NCc1ccco1 was read as PLAP inhibitors HTS 9%, IL1B NFkB inh -38, IL1B NFkB pot 38, Bcl-B TR3 displacers 1%, IL1B NFkB inh cell count 2 µM 129 and IL1B NFkB pot cell count 2 µM 129.
Cc1c(Br)c([N+](=O)[O-])nn1C(C)C(=O)Nc1c(C)n(C)n(-c2ccccc2)c1=O (stereo not drawn) was read as PLAP inhibitors HTS -4%, IL1B NFkB inh -8, IL1B NFkB pot 8, Bcl-B TR3 displacers -2%, IL1B NFkB inh cell count 2 µM 115 and IL1B NFkB pot cell count 2 µM 115.
For O=C(Cc1cccs1)NCc1cccnc1 the results were PLAP inhibitors HTS 9%, MRP resist rev -10, IL1B NFkB inh 10, IL1B NFkB pot -10, Bcl-B TR3 displacers -24%, MRP resist rev cytotoxicity 92, MRP resist rev with doxorubicin 102, IL1B NFkB inh cell count 2 µM 166 and IL1B NFkB pot cell count 2 µM 166.
`O=C(OCCNC(=O)c1cc2ccccc2oc1=O)c1cccnc1` gave PLAP inhibitors HTS 0%, MRP resist rev 7, IL1B NFkB inh 0, IL1B NFkB pot -1, Bcl-B TR3 displacers 4%, MRP resist rev cytotoxicity 82, MRP resist rev with doxorubicin 75, IL1B NFkB inh cell count 2 µM 141 and IL1B NFkB pot cell count 2 µM 141.
Screening COc1ccc(NC(=O)COC(=O)[C@@H]2CCCN2C(=O)c2cccs2)c(OC)c1 returned PLAP inhibitors HTS -46%, IL1B NFkB inh -2, IL1B NFkB pot 2, Bcl-B TR3 displacers -6%, IL1B NFkB inh cell count 2 µM 163 and IL1B NFkB pot cell count 2 µM 163.
COc1ccc(-c2noc(CCN3C(=O)c4ccccc4C3=O)n2)cc1OC was read as PLAP inhibitors HTS -16%, MRP resist rev 21, IL1B NFkB inh -4, IL1B NFkB pot 5, Bcl-B TR3 displacers 8%, MRP resist rev cytotoxicity 92, MRP resist rev with doxorubicin 71, IL1B NFkB inh cell count 2 µM 127 and IL1B NFkB pot cell count 2 µM 127.
For Cc1ccc(S(=O)(=O)N2CCC(C(=O)N[C@@H](C)C(=O)NCC3CCCO3)CC2)cc1 (stereo partly drawn) the results were PLAP inhibitors HTS -15% and Bcl-B TR3 displacers -2%.
For CC(=O)Nc1ccc(OCC(=O)c2cc(C)ccc2C)cc1 the results were PLAP inhibitors HTS 11%, MRP resist rev 17, IL1B NFkB inh -3, IL1B NFkB pot 3, Bcl-B TR3 displacers 9%, MRP resist rev cytotoxicity 100, MRP resist rev with doxorubicin 84, IL1B NFkB inh cell count 2 µM 179 and IL1B NFkB pot cell count 2 µM 179.
`COc1ccc(C(=O)Nc2ccc(Cl)cc2C(=O)NCCO)cc1` gave PLAP inhibitors HTS 2%, MRP resist rev 9, IL1B NFkB inh -14, IL1B NFkB pot 14, Bcl-B TR3 displacers 1%, MRP resist rev cytotoxicity 93, MRP resist rev with doxorubicin 85, IL1B NFkB inh cell count 2 µM 108 and IL1B NFkB pot cell count 2 µM 108.
CCc1ccccc1N1CC23C=CC(O2)C(C(=O)OC)C3C1=O (stereo not drawn) was read as PLAP inhibitors HTS 1%, MRP resist rev -7, Bcl-B TR3 displacers 18%, MRP resist rev cytotoxicity 90 and MRP resist rev with doxorubicin 97.
For O=C(c1ccc(Br)s1)N1CCN(c2ncccn2)CC1 the results were PLAP inhibitors HTS 18%, MRP resist rev 4, IL1B NFkB inh -2, IL1B NFkB pot 2, Bcl-B TR3 displacers -3%, MRP resist rev cytotoxicity 99, MRP resist rev with doxorubicin 95, IL1B NFkB inh cell count 2 µM 154 and IL1B NFkB pot cell count 2 µM 154.

3 compounds out of the list, ordered by molar mass, ascending.
CCn1c(NC(=O)c2ccccc2)c(-c2cccs2)c(=O)c2ccccc21 was read as PLAP inhibitors HTS -11%, MRP resist rev 16, IL1B NFkB inh -10, IL1B NFkB pot 10, Bcl-B TR3 displacers 3%, MRP resist rev cytotoxicity 106, MRP resist rev with doxorubicin 90, IL1B NFkB inh cell count 2 µM 146 and IL1B NFkB pot cell count 2 µM 146.
Cc1c(Br)c([N+](=O)[O-])nn1C(C)C(=O)Nc1c(C)n(C)n(-c2ccccc2)c1=O (stereo not drawn) was read as PLAP inhibitors HTS -4%, IL1B NFkB inh -8, IL1B NFkB pot 8, Bcl-B TR3 displacers -2%, IL1B NFkB inh cell count 2 µM 115 and IL1B NFkB pot cell count 2 µM 115.
`Cc1ccc(NC(=O)CSc2nnc(-c3ccc(S(=O)(=O)N4CCOCC4)cc3)n2C)cc1` gave PLAP inhibitors HTS 0%, MRP resist rev 17, IL1B NFkB inh -18, IL1B NFkB pot 19, Bcl-B TR3 displacers 1%, MRP resist rev cytotoxicity 98, MRP resist rev with doxorubicin 81, IL1B NFkB inh cell count 2 µM 129 and IL1B NFkB pot cell count 2 µM 129.

(continued)
For COc1cc(NS(=O)(=O)c2ccccc2)ccc1-n1nc(C)cc1C the results were MRP resist rev -8, IL1B NFkB inh -8, IL1B NFkB pot 8, MRP resist rev cytotoxicity 103, MRP resist rev with doxorubicin 111, IL1B NFkB inh cell count 2 µM 139 and IL1B NFkB pot cell count 2 µM 139.
For COc1cccc(Cn2c(-c3cccs3)noc2=O)c1 the results were PLAP inhibitors HTS 9%, MRP resist rev -5, IL1B NFkB inh 1, IL1B NFkB pot -1, Bcl-B TR3 displacers -1%, MRP resist rev cytotoxicity 86, MRP resist rev with doxorubicin 91, IL1B NFkB inh cell count 2 µM 117 and IL1B NFkB pot cell count 2 µM 117.
CCCNC(=O)N1CCC(C(=O)c2ccc(Cl)cc2)CC1 was read as PLAP inhibitors HTS -20%, MRP resist rev 4, IL1B NFkB inh -3, IL1B NFkB pot 3, Bcl-B TR3 displacers -35%, MRP resist rev cytotoxicity 91, MRP resist rev with doxorubicin 87, IL1B NFkB inh cell count 2 µM 147 and IL1B NFkB pot cell count 2 µM 147.
Screening Cc1sc2nc(SCC(=O)N(C)C)[nH]c(=O)c2c1C returned PLAP inhibitors HTS -1%, MRP resist rev -9, IL1B NFkB inh -4, IL1B NFkB pot 4, Bcl-B TR3 displacers -10%, MRP resist rev cytotoxicity 85, MRP resist rev with doxorubicin 94, IL1B NFkB inh cell count 2 µM 57 and IL1B NFkB pot cell count 2 µM 57.
Screening COc1nc(OCCNC(=O)Nc2ccccc2)nc(N(C)C)n1 returned PLAP inhibitors HTS -29%, MRP resist rev 8, IL1B NFkB inh -11, IL1B NFkB pot 11, Bcl-B TR3 displacers -8%, MRP resist rev cytotoxicity 91, MRP resist rev with doxorubicin 83, IL1B NFkB inh cell count 2 µM 161 and IL1B NFkB pot cell count 2 µM 161.
`C=CCn1c(CNC(=O)c2ccco2)nnc1SCC(=O)Nc1cccc(Br)c1` gave PLAP inhibitors HTS -49%, MRP resist rev -11, IL1B NFkB inh -17, IL1B NFkB pot 17, Bcl-B TR3 displacers 6%, MRP resist rev cytotoxicity 82, MRP resist rev with doxorubicin 93, IL1B NFkB inh cell count 2 µM 157 and IL1B NFkB pot cell count 2 µM 157.
`COc1ccccc1CNC(=O)CCS(=O)(=O)c1ccc2c(c1)CCCN2C(C)=O` gave PLAP inhibitors HTS -7%, IL1B NFkB inh -26, IL1B NFkB pot 26, Bcl-B TR3 displacers -2%, IL1B NFkB inh cell count 2 µM 133 and IL1B NFkB pot cell count 2 µM 133.
O=C(CSCc1ccc([N+](=O)[O-])cc1)Nc1cccc(C(=O)Nc2ccccc2C(=O)O)c1 was read as PLAP inhibitors HTS -22%, IL1B NFkB inh -8, IL1B NFkB pot 8, Bcl-B TR3 displacers 2%, IL1B NFkB inh cell count 2 µM 82 and IL1B NFkB pot cell count 2 µM 82.
CC(=O)Nc1nc2ccccc2n1CCOc1ccccc1Cl was read as PLAP inhibitors HTS -16%, MRP resist rev -15, IL1B NFkB inh -3, IL1B NFkB pot 3, Bcl-B TR3 displacers -12%, MRP resist rev cytotoxicity 43, MRP resist rev with doxorubicin 58, IL1B NFkB inh cell count 2 µM 169 and IL1B NFkB pot cell count 2 µM 169.
`COc1ccc(F)cc1S(=O)(=O)Nc1ccc2c(c1)OCO2` gave PLAP inhibitors HTS -1%, MRP resist rev -8, IL1B NFkB inh -3, IL1B NFkB pot 3, Bcl-B TR3 displacers -2%, MRP resist rev cytotoxicity 106, MRP resist rev with doxorubicin 114, IL1B NFkB inh cell count 2 µM 155 and IL1B NFkB pot cell count 2 µM 155.
`COc1cccc(NC(=O)N2CCN(c3cccc(C)c3)C(C)C2)c1` (stereo not drawn) gave PLAP inhibitors HTS -15%, MRP resist rev -9, IL1B NFkB inh 11, IL1B NFkB pot -11, Bcl-B TR3 displacers 0%, MRP resist rev cytotoxicity 84, MRP resist rev with doxorubicin 93, IL1B NFkB inh cell count 2 µM 93 and IL1B NFkB pot cell count 2 µM 93.

Bioassay records from PubChem.
